# Bioassay records deposited in PubChem by National Center for Advancing Translational Sciences (NCATS).
# RXFP1 agonist – qHTS Assay for Agonists of the Relaxin Receptor RXFP1 | HEK293T-RXFP1 cAMP TR-FRET, 30 min; response scale: percent of porcine relaxin response, buffer zero | Potency, µM (highest dose often 57.5 µM), inactives show at the highest dose activation, actives largely listed as activators | actives 0.3% (n = 370,000); note: potency is the fitted concentration of half-maximal effect; % is set by controls: 0 for no effect and ±100 for the full control effect; nearly all actives have a fitted effect of over 60% in size; many of its hits are not listed in these tables
# Target sequence (Q9HBX9 whole entry, looked up): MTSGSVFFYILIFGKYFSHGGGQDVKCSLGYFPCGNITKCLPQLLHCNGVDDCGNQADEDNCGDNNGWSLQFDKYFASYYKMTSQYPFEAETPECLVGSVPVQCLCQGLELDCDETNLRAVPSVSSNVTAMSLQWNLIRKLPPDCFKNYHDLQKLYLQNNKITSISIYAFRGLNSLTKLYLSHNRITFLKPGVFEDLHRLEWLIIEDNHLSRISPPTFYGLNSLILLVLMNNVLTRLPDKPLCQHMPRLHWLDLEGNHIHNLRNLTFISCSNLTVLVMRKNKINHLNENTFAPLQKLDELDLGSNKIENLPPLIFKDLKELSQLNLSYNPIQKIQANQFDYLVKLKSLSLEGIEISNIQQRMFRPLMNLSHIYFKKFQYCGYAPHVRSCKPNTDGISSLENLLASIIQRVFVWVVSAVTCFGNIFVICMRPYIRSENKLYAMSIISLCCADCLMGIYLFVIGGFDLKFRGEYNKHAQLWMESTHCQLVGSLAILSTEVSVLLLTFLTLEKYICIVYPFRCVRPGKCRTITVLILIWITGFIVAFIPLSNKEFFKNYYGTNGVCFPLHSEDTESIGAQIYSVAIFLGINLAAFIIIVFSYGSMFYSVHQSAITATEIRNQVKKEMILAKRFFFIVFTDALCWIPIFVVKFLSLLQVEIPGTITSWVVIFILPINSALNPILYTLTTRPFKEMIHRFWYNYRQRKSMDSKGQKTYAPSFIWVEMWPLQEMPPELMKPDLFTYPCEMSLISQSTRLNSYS
#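 cAMP rise read by TR-FRET after 30 min, 37C compound exposure (up to 58 uM) in RXFP1-transfected HEK293 cells with Ro 20174 present. EC50 from Hill-equation fits, with 29 nM porcine relaxin as 100% and buffer as basal.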
# LDHA inh – qHTS assay for inhibitors of human lactate dehydrogenase. L-lactate dehydrogenase A chain (Homo sapiens), P00338. purified LDHA, NADH/diaphorase-resazurin fluorescence; stronger effect = lower value. actives 0.15% (n = 480,000). activity change, % (values are at about 110 or 230 µM). AID 1347041, 2019; in the data active = activity change below about -30%; inconclusive = mostly about -25% to -30%;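 note: plate controls were DMSO wells for no effect and wells without enzyme for full effect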
#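 Human LDH5 at 2 nM final in Tris HCl pH 7.4 with 0.06 mM NADH and 0.2 mM pyruvate, reacted 5 minutes at room temperature. Remaining NADH coupled via diaphorase/resazurin; resorufin fluorescence read at 0 and 20 minutes, normalized to enzyme-free and DMSO wells.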
# PI4K2A block – qHTS for small molecular inhibitors of PI4K2A; Phosphatidylinositol 4-kinase type 2-alpha (Homo sapiens), Q9BTU6; purified PI4K2A, ADP-Glo luminescence, 1 h; stronger effect = lower value; activity change, negative = inhibition, % at 76.9 µM; actives 0.13% (n = 420,000); AID 1346378, 2018; in the data active = activity change below about -50%; inconclusive = mostly about -30% to -49%;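 note: -100% = wells without enzyme as full effect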
#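 In this quantitative HTS, ADP production by PI4K2A was quantified luminescently after 1 h at ambient temperature; 100 microM adenosine served as plate-quality control.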
# USP1 inh – Inhibitors of USP1/UAF1: Primary Screen | Ubiquitin carboxyl-terminal hydrolase 1 (Homo sapiens), O94782 | recombinant USP1/UAF1, Ub-Rhodamine cleavage fluorescence | Potency, µM (titrated, usually from 57.1 µM), for inactives: top-dose activity change, negative = inhibition, most hits filed as inhibitors | actives 0.23% (n = 390,000); note: potency is the fitted concentration of half-maximal effect; % is set by controls: 0 for no effect and ±100 for the full control effect; nearly all actives have a fitted effect of over 60% in size; inactives centre near -12
#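 Step one: compound is pinned into 1nM USP1/UAF1 in HEPES pH 7.8 buffer with TCEP. Step two: 15 min room-temperature incubation. Step three: Ub-Rho (150nM final) starts cleavage, tracked by fluorescence over six one-minute reads.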
# Vif-APOBEC3F blk – qHTS for Inhibitors of Vif-A3F Interactions: qHTS. HeLa A3F-eYFP + Vif (tagged APOBEC3F with the HIV-1 protein that degrades it), YFP fluorescence increase. Potency, µM (series often up to 46.1 µM), for the others: at the top dose activity, negative = active. actives 0.2% (n = 390,000); note: potency is the fitted concentration of half-maximal effect; % of control where 0% means no effect; nearly all actives have a fitted effect of over 65% in size
#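 HeLa cells stably expressing A3F-eYFP plus Vif, plated and incubated overnight at 37 deg C, then exposed to compounds overnight at 37 deg C. Blocked degradation read as raised yellow fluorescence (Ex 488/Em 500-530).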
# mIDH1 inhibitor – qHTS for Inhibitors of mutant isocitrate dehydrogenase 1 (IDH1): qHTS; IDH1-R132H enzyme, NADPH consumption, diaphorase/resazurin fluorescence; Potency, µM (highest dose often 76.6 µM), for the others: at the highest dose activity change, negative = inhibition, most hits filed as inhibitors; actives 0.093% (n = 390,000); note: potency is the fitted concentration of half-maximal effect; % is set by controls: 0 for no effect and ±100 for the full control effect; nearly all actives have a fitted effect of over 65% in size
#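 IDH1-R132H (0.5 ug/mL) preincubated 30 min with compound, then NADPH (0.016 mM) and alpha-KG (2 mM) added; 80 min at RT, pH 7.5. Remaining NADPH coupled via diaphorase/resazurin to fluorescence (540/590 nm); concentration-response curves normalized to no-enzyme control.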
# Vif-APOBEC3G blk – qHTS for Inhibitors of Vif-A3G Interactions: qHTS. DNA dC->dU-editing enzyme APOBEC-3G (Homo sapiens), Q9HC16. HeLa A3G-eYFP + Vif (tagged APOBEC3G with the HIV-1 protein that degrades it), YFP fluorescence, overnight. Potency, µM (doses to about 46.1 µM), inactives show at the top dose activity, negative = active, hits mostly inhibitors. actives 0.076% (n = 410,000). AID 602310, 2012;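 note: potency is the fitted concentration of half-maximal effect; % is set by controls: 0 for no effect and ±100 for the full control effect; nearly all actives have a fitted effect of over 60% in size; hits raise eYFP signal because A3G escapes Vif-driven loss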
#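 Read-out is eYFP fluorescence (Ex 488/Em 500-530) from Vif-expressing HeLa A3G-eYFP cells; more signal means A3G escaped Vif-mediated degradation. Cells plated overnight, compound pinned in, incubated overnight at 37 deg C.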
# TrxR1 substrate – qHTS Assay for Substrates of Mammalian Selenoprotein Thioredoxin Reductase 1 (TrxR1): qHTS; Thioredoxin reductase 1, cytoplasmic (Rattus norvegicus), O89049; purified TrxR1 substrate turnover, NADPH consumption readout; Potency, µM (highest dose often 114 µM), inactives show top-dose activity change, negative = substrate turnover; actives 0.01% (n = 390,000); AID 588456, 2011; note: potency is the fitted concentration of half-maximal effect; % is set by controls: 0 for no effect and ±100 for the full control effect; nearly all actives have a fitted effect of over 50% in size
#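 Rat TrxR1, dispensed at 90 nM, was prereduced with 400 uM NADPH (final) for 5 min at ~22 deg C, then incubated with compound 15 min before 400 uM selenite. A first-read NADPH fluorescence drop versus no-compound background flagged substrates.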
# GRP78 ERSR act – qHTS for Inducers of the Endoplasmic Reticulum Stress Response (ERSR) in Human Glioma: qHTS | actives 0.02% (n = 420,000) | U87-MG GRP78 promoter luciferase reporter, 16 h | Potency, µM, without a hit: at the top dose activation, usual class: activators; note: potency is the fitted concentration of half-maximal effect; series mostly up to about 76 µM; % of control where 0% means no effect; nearly all actives have a fitted effect of over 35% in size
#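 Stably transfected U87-MG glioma cells carrying a GRP78-based luciferase sensor; 16 h compound incubation. Luminescence end-point read 10 min after Bright-Glo addition at room temperature.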
# Numbers without * were called inactive; ? = inconclusive; . = not tested or not shown; & = joins results of further samples; [ ] = remark or other dose. Unless noted, calls come from the whole dose curve; as a rule, active = well fitted curve in the direction sought with a large enough effect; inconclusive = small, poorly fitted or top-dose-only effect, or another doubt; inactive = no such curve, though single readings can be large; an effect the other way counts as inactive or inconclusive. An excerpt (hit frequency here may not be typical).
mol	RXFP1 agonist	LDHA inh	PI4K2A block	USP1 inh	Vif-APOBEC3F blk	mIDH1 inhibitor	Vif-APOBEC3G blk	TrxR1 substrate	GRP78 ERSR act
O=C(NC1CCCc2ccccc21)c1ccc(Cl)nc1 (stereo not drawn)	1.6%	-10	-3	-2%	0%	3%	-4%	8%[57.1 µM]	2%
CCc1cccc(NC(=O)CCCN2C(=O)NC(C)(C)C2=O)c1	0.8%	-5	-6	-13%	7%	4%	2%	-10%	-4%
Cc1ccn2cc(CSc3ccccc3N)nc2c1	2.0%	2	4	-13%	4%	14%	-4%	9%	1%
COc1ccc(Cl)cc1S(=O)(=O)N1CCN(C(=O)c2cc(-c3ccc(Br)cc3)n[nH]2)CC1	2.0%	0	1	-4%	0%	-11%	1%	1%	-4%
CC1CCC(NC(=O)COC(=O)CSc2ccc(C(N)=O)cc2[N+](=O)[O-])CC1 (stereo not drawn)	2.4%	-1	0	-1%	2%	5%	0%	1%[57.1 µM]	-9%
Cc1noc(C)c1NC(=O)N(C)C[C@@H]1Oc2ccc(NC(=O)C3CCCCC3)cc2C(=O)N([C@@H](C)CO)C[C@H]1C	.	-4	-1	-4%	-1%	21%	4%	0%[57.1 µM]	0%
COc1ccc(NC2CCCN(C(=O)c3ccc(OC)o3)C2)cc1 (stereo not drawn)	0.2%	-1	-3	-17%	4%	-18%	2%	0%	-3%
CC(=O)Nc1ccc(NC(=O)C(C)OC(=O)CNC(=O)c2ccc(-c3ccccc3)cc2)cc1 (stereo not drawn)	-0.7%	-3	3	-18%	5%	3%	2%	-2%	0%
COc1ccc(-c2ccc(-c3noc(C(C)C)n3)c(OC)n2)cc1	1.1%	3	-8	-14%	0%	10%	1%	239%[activator]	3%
CN1C(=O)N(C)C(NC(=O)Nc2ccccc2)C1NC(=O)Nc1ccccc1 (stereo not drawn)	1.0%	2	-6	-3%	-4%	0%	-4%	6%[57.1 µM]	-5%
CN(Cc1cccs1)C(=O)CN1CCN(S(=O)(=O)c2ccc3c(c2)OCCCO3)CC1	2.1%	-9	2	2%	-3%	5%	2%	-8%	0%
Cc1ccc(S(=O)(=O)NCCNc2ccc(Br)c(C)c2)cc1	.	-9	-1	-24%	-4%	-10%	2%	-2%	0%
O=S(=O)(Nc1ccc(N2CCCCC2)cc1)c1cccs1	-2.5%	4	6	-9%	-7%	-2%	2%	5%	-2%
CCOC(=O)c1[nH]c2ccc(F)cc2c1NC(=O)C(C)N1CCc2cc(OC)c(OC)cc2C1 (stereo not drawn)	0.2%	-6	3	-17%	-17%	-2%	?	15%	-7%
O=C(CCNS(=O)(=O)c1ccc(Br)s1)Nc1ccc(Br)cc1	0.6%	-1	4	-32%	-4%	0%	1%	3%	1%
COCCCC1CCN(Cc2cn[nH]c2-c2cc(OC)c(OC)c(OC)c2)CC1	-0.3%	-7	3	-16%	-8%	2%	14%	5%	-3%
Cc1ccc(/C=C2\SC(=S)N(C3CCS(=O)(=O)C3)C2=O)cc1 (stereo not drawn)	-0.4%	-8	1	1%	?	3%	-3%	2%[57.1 µM]	-3%
CCOc1ccc(CNC(=O)Cn2ccc3cc(S(=O)(=O)N4CCCCCC4)ccc32)cc1	0.1%&0.0%	0&-5	-3&-2	-11%&-10%	-4%&-2%	3%&-3%	-7%&-2%	2%&0%	-2%&-3%
Clc1ccc(OCCOCCOc2cccc3cccnc23)c(Br)c1	-0.4%	0	-11	-24%	-8%	0%	-10%	-2%	-5%
COC(=O)c1sccc1S(=O)(=O)N(CC(=O)Nc1cc(C)cc(C)c1)c1ccc(Cl)cc1	-1.8%	-3	1	0%	2%	18%	2%	-3%[57.1 µM]	-4%
Cc1ccc(C)c(NC(=O)CSc2nc(=O)n(Cc3ccccn3)c3c2CCC3)c1	-0.7%	0	4	-21%	-1%	8%	-1%	3%[57.1 µM]	-3%
O=C(COC(=O)/C=C/c1cccc(F)c1)NC1CC1	.	-6	2	2%	8%	13%	-1%	0%	-3%
O=[N+]([O-])c1ccccc1N=Nc1c(O)[nH]c2ccc(F)cc12	.	-8	-2	-1%	4%	2%	0%	2%[57.1 µM]	5%
CCSc1cnn(-c2ccccc2)c(=O)c1Cl	.	-8	-1	-22%	6%	10%	-1%	7%[57.1 µM]	2%
COc1ccc(CCNCc2c(C(=O)O)c(C)n(Cc3c(F)cccc3Cl)c2C)cc1OC	0.3%	-7	3	4%	2%	9%	4%	0%	-1%
Cc1ccc(-n2nnnc2Sc2nc([N+](=O)[O-])nn2C)cc1C	0.2%	10	11	-1%	-1%	5%	-11%	-4%[0.457 µM]	?
OC1CCC(NC(=S)Nc2ccc(SC(F)F)cc2)CC1 (stereo not drawn)	-2.1%	-8	1	-19%	16%	-1%	1%	4%	5%
C[C@@H](NC(=O)c1coc(=O)c(Br)c1)c1ccccc1	-1.1%	-6	-1	-22%	-20%	6%	?	-8%	-17%
O=C(O)c1ccc(OS(=O)(=O)c2ccc(Cl)s2)cc1	-0.2%	-5	-6	-19%	-6%	2%	0%	11%[57.1 µM]	-2%
COc1ccc2ccccc2c1C(=O)/C=C\c1ccoc1	3.7%	10	-2	-23%	-1%	-1%	-11%	2%	0%
CC(=C/c1ccco1)/C=N/N1CCN(c2ccccc2)CC1	-0.4%	0	-4	-5%	-1%	1%	-1%	-2%	-2%
O=C(NCc1ccncc1)C(=O)NCc1ccncc1	-0.5%	-4	1	-13%	8%	5%	2%	3%[57.1 µM]	15%
CC(=O)c1cc2c(cc1NC(=O)c1ccco1)OCCO2	17%	-3&-7	2	-7%	6%	0%	1%	-3%	-1%
CCCOc1ccc(N2C(=O)CC(SCCc3nc4ccccc4[nH]3)C2=O)cc1 (stereo not drawn)	2.0%	1	4	-18%	-1%	-10%	-3%	-7%	-1%
Cc1ccccc1-c1noc(-c2ccccc2C(=O)NCc2ccco2)n1	2.8%	-5	1	-9%	-28%	3%	-5%	3%[57.1 µM]	0%
O=C(COC(=O)Cc1ccccc1[N+](=O)[O-])NCC1CCCCC1	-0.6%	-9	2	-16%	-27%	-11%	1%	-4%[57.1 µM]	-3%
CCc1ccc2oc(-c3cccc(NC(=O)c4ccc(-c5cccc([N+](=O)[O-])c5)o4)c3)nc2c1	6.8%	-5	7	-23%	4%	-12%	1%	5%	-1%
Cc1ccc(-c2ccc(=O)n(C(C)C(=O)Nc3ccccc3Cl)n2)cc1C (stereo not drawn)	1.1%	0	-5	-31%	5%	-2%	-1%	20%	-3%
CCN(CC)S(=O)(=O)c1cc(NC(=O)CCCOc2ccc(C(C)=O)cc2)ccc1C	0.8%	-1	-4	-7%	2%	5%	0%	-11%	-3%
O=C(NC1CC1)C(Cc1ccccc1)NS(=O)(=O)c1ccccc1F (stereo not drawn)	-3.2%	-2	-3	-30%	-11%	6%	-4%	6%	-4%
CCOc1cc2c(C#N)c(N(CC)CC)nc(N)c2c(N)n1	.	15	?	-22%	5%	3%	-1%	5%	5%
O=C(CCN1C(=O)c2ccccc2C1=O)N1CCOCC1	-0.3%	1	-12	-11%	-6%	7%	1%	13%[57.1 µM]	-5%
CCOc1ccccc1N1CCN(Cc2c(C)n(C)n(-c3ccccc3)c2=O)CC1	-0.5%	-9	4	?	1%	1%	-1%	-5%[57.1 µM]	-3%
CCCOc1ccc2c(=O)c(N3C(=O)c4ccccc4C3=O)c(C)oc2c1	-1.1%	-9	1	-20%	-1%	6%	-1%	-8%	-5%
CC(C)(C)OC(=O)N1CCC(NC(=O)c2[nH]cnc2C(=O)Nc2ccccc2)CC1	1.5%	-5	3	-12%	-4%	3%	-5%	3%[57.1 µM]	3%
COc1cc(-c2cc(C(=O)Nc3ccncc3)c3ccccc3n2)cc(OC)c1OC	2.7%	-3	-1	-17%	0%	-17%	-17%	0%	-4%
COC(=O)c1ccccc1NC(=O)CCC(=O)N1CC(C)Sc2ccccc21 (stereo not drawn)	0.8%	-1	0	-13%	2%	2%	-10%	0%	0%
O=C(Oc1ccc2c(c1)CCC2)N1CCOCC1	0.3%	-6	1	-9%	7%	0%	2%	8%	8%

# Only Vif-APOBEC3G blk, for two of the compounds above:
Structure	Vif-APOBEC3G blk
O=S(=O)(Nc1ccc(N2CCCCC2)cc1)c1cccs1	2%
CC(=C/c1ccco1)/C=N/N1CCN(c2ccccc2)CC1	-1%
